Assay outcomes from PubChem BioAssay.
5HT1a ag – human 5-HT1a receptor agonists, primary screen, cell-based, CHO, Ga15 NFAT-bla reporter | AID 567, 2006 | activation, % at 10 µM | 65,000 tested, 0.56% active | CHO 5-HT1a Ga15 NFAT-bla reporter, FRET ratio; 0% basal, 100% maximal reference agonist | 5-hydroxytryptamine receptor 1A (Homo sapiens), P08908;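 active means activation above the screen-wide mean activation plus 3 SD, cut at about 19% in these data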;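 further: 0% = DMSO wells and 100% = 5-CT at EC100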
NADH enzymes – inhibitors of PK/LDH coupling enzymes, profiling panel, artefact control, biochemical, MLSMR library. IC50, µM (titrated, usually from 10 µM), inactives show at the top dose inhibition. AID 774, 2007. coupled PK/LDH NADH assays, four targets. 65,000 tested, 0.02% active;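 active means single-dose screening hits from any of four coupled enzyme assays that gave an IC50 when retested across doses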;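 further: the DPM-DC format reads NADH fluorescence rather than 340 nm absorbance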
RORA act – activators of orphan receptor RORA, primary screen, cell-based, luminescence. activation, % at 10 µM. Nuclear receptor ROR-alpha (Homo sapiens), P35398. AID 560, 2006. 65,000 tested, 1.5% active. CHO-K1 Gal4-RORA LBD luciferase reporter; percent increase over mock-subtracted basal signal;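 active means activation above the mean of all tested compounds plus 3 SD, cut at about 49% in these data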;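 further: 0% = DMSO-treated RORA cells and 100% = added signal equal to DMSO minus mock-transfected cells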
MMP13 inh – human MMP13 inhibitors, primary screen, biochemical, FRET peptide cleavage | inhibition, % at 4 µM | AID 570, 2006 | MMP-13 fTHP FRET cleavage, Mca fluorescence | 65,000 tested, 0.07% active;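 active means inhibition above the mean of compound-free control plate wells plus 3 SD, cut at about 14% in these data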;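 further: 0% = DMSO wells and 100% = wells with reference MMP-13 inhibitor after basal subtraction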
Abs 340nm – compound light absorbance at 340 nm, profiling panel, artefact control, biochemical, MLSMR library, data from PS, PMK, MK assays; 65,000 tested, under 10 active; fold change at 10 µM; compound absorbance at 340 nm, fold over control;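 active means at 10 µM dose, initial 340 nm absorbance at least 2 fold that of control wells; inactive means change under 2 fold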;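 further: initial absorbance extrapolated from kinetic A340 decline of NADH oxidation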
SF-1 act – activators of human SF-1, primary screen, cell-based, CHO-K1, Gal4-SF-1 LBD, luciferase luminescence; Steroidogenic factor 1 (Homo sapiens), Q13285; CHO-K1 Gal4-SF-1 LBD luciferase reporter; % increase over DMSO SF-1-specific signal; 65,000 tested, 1.9% active; AID 522, 2006; activation, % at 10 µM;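 active means activation above the mean activation of all tested compounds plus 3 SD, cut at about 50% in these data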
Target sequence (Q13285 whole entry, looked up, the tested form may be a part): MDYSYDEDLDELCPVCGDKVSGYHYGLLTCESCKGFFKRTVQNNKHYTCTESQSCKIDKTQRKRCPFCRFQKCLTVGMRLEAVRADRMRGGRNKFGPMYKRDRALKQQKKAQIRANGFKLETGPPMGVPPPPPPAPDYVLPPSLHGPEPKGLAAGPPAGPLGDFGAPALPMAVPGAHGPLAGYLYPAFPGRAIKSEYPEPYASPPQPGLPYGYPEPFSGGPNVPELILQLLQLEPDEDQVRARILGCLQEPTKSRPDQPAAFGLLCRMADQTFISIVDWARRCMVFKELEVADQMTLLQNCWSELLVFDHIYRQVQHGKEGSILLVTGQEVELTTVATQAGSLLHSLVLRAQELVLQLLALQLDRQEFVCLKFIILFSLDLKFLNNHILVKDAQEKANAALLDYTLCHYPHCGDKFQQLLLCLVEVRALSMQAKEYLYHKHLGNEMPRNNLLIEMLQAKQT
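Compound – one dose, 10 µM compound, 1% DMSO · Test system – transient Gal4-SF-1 LBD reporter, CHO-K1 · Input – 4,000 cells in each well · Read-out basis – percent activation relative to DMSO median and mock-transfected background · Replicates – single measurement per compound · Technique – steady-glow luciferase luminescence, read after 15 min reagent incubation · Timing – 20 h compound treatment, 37 °C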
5-HT1A blocker – human 5-HT1a receptor antagonists, primary screen, cell-based, CHO, Ga15 NFAT-bla reporter; 5-hydroxytryptamine receptor 1A (Homo sapiens), P08908; CHO 5-HT1a Ga15 NFAT-bla reporter, antagonist mode; inhibition, % at 10 µM; 62,000 tested, 0.68% active;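 active means inhibition above the mean of all tested compounds plus 3 SD, cut at about 43% in these data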;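 further: receptor stimulated by 5-CT agonist at 100 nM near EC80; beta-lactamase reporter measured by ratiometric fluorescence of a cleavable substrate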
TNAP act mid DEA – human TNAP enzyme activators, primary screen, biochemical, luminescent, intermediate phosphate acceptor level; purified TNAP, CDP-star luminescence, 100 mM DEA, 30 min; hits give high values; scale: 0 levamisole-inhibited, 1 vehicle-only enzyme; activation factor at 20 µM; 64,000 tested, under 10 active; AID 813, 2007;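 active means activation factor of at least 2 at 20 µM, relative to controls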
Target sequence (P05186 whole entry, looked up): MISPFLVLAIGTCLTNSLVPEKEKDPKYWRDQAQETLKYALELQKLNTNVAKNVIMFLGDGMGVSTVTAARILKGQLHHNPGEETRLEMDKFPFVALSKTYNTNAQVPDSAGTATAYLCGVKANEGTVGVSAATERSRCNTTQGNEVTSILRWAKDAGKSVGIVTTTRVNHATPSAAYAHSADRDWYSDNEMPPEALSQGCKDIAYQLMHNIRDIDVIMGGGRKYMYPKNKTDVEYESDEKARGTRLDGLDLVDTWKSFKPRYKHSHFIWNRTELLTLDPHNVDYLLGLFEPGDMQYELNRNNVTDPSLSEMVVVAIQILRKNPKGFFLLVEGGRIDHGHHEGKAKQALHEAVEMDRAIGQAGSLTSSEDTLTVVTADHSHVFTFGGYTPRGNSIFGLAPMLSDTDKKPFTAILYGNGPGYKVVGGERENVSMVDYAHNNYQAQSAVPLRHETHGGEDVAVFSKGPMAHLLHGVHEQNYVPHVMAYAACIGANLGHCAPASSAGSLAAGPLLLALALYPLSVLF
Fluor 339 460 – intrinsic fluorescence of library compounds, ex339/em460 – biochemical, MLSMR library, data from DPM-DC assay, artefact control, profiling panel; compound autofluorescence, ex339/em460 nm, NADH buffer; hits give high values; 1 = no-compound wells, NADH background; fluorescence fold increase at 10 µM; 65,000 tested, 5.5% active; AID 709, 2007;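 active means at 10 µM, mean starting fluorescence two-fold or more over control wells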;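 further: signal is the first read of a kinetic run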
The depositor's hits bear a star; . = no result given; [ ] = remark or other dose.

SMILES | 5HT1a ag | NADH enzymes | RORA act | MMP13 inh | Abs 340nm | SF-1 act | 5-HT1A blocker | TNAP act mid DEA | Fluor 339 460
FC(F)(F)c1cc(-c2ccco2)nc(NCc2ccccc2)n1 | -3.3 | 2% | 12 | -14 | 1.1 | 6 | 34 | 0.9 | 1.2
COc1ccc(/C=N/n2c(N)nc3ccccc32)cc1OC | 2.7 | 5% | 22 | 5 | 1.2 | 12 | 10 | 1 | 1.1
CCC(=O)N1CCNC(=O)C1CC(=O)Nc1ccc(C)c(Cl)c1 (configuration not stated) | -4.9 | 1% | -18 | 2 | 1 | -5 | 11 | 0.9 | 1
Cc1ccc(S(=O)(=O)Nn2c(C)ccc2C)cc1 | 1.1 | 8% | 6 | 9 | 1.1 | 13 | 5 | 0.9 | 1.1
Cc1nc2sc(C(c3ccc(Cl)cc3)N3CCN(C(=O)c4ccco4)CC3)c(O)n2n1 (configuration not stated) | 1.4 | 4% | 22 | 7 | 1 | 1 | 3 | 0.9 | 1.1
CCOc1ccccc1NC(=O)CN1C(=O)COc2ccc(Cl)cc21 | -4.6 | 0% | -3 | 4 | 1 | -11 | 21 | 0.9 | 1.1
CCN(CC)CCN1C(=O)C(O)=C(C(=O)c2ccc(C)o2)C1c1ccccn1 (configuration not stated) | -1.2 | 3% | 18 | 0 | 1.1 | 5 | -8 | 1 | 1.1
Cc1c(N(C(=O)Nc2ccccc2)C2=NCC(C)S2)c(=O)n(-c2ccccc2)n1C (configuration not stated) | -1.5 | 5% | 3 | 4 | 1 | 4 | -3 | 0.9 | 1.1
COC(=O)C(C)Sc1nc(-c2ccc(OC)cc2)nc2c1c(=O)n(C)c(=O)n2C (configuration not stated) | -3.7 | 13% | -3 | -6 | 1.1 | 2 | 11 | . | 3.6*
CCc1nnc2sc(-c3ccc(NC(=O)c4ccc5c(c4)OCCO5)cc3)nn12 | -1.0 | 4%[fluoresces] | 9 | -13 | 1.1 | 16 | 16 | 0.9 | 3.9*
CC1CN(C2CCN(C(=O)COc3ccccc3)CC2)CC(C)O1 (configuration not stated) | 3.8 | 12% | -3 | 2 | 1 | -5 | . | 0.9 | 1.1
O=C(OCCNC(=O)c1cc2ccccc2oc1=O)c1cccnc1 | -2.5 | 14% | 16 | -14 | 1.1 | -26 | -15 | 1 | 1.7
O=S(=O)(c1ccccc1)N1C2CCC1CC(O)(c1cccnc1)C2 (configuration not stated) | -0.9 | 1% | -17 | -6 | 1 | 5 | 4 | 1 | 1.1
Clc1ccc(Nc2nc(-c3cccs3)cs2)nc1 | -0.7 | 4% | 42 | -1 | 1.1 | 19 | 18 | 1 | 1.3
Cc1nc2ccccc2c2c1C(=O)N(C(C)C)C2=O | 0.3 | 4% | -18 | 2 | 1.1 | -22 | 4 | 1 | 1.1
CC(=O)N1CCn2c3c(c(=O)c4cc(C)ccc42)CCC31 (configuration not stated) | -0.4 | 3% | 2 | -2 | 1.1 | -13 | 11 | 1 | 1.4
Cc1ccccc1N(CC(=O)NC1CCCC1)C(=O)CS(=O)CC(=O)Nc1ccc2c(c1)OCO2 (configuration not stated) | -2.3 | 3% | 26 | 5 | 0.99 | -1 | 0 | 1 | 1
Cc1ccc(N(C(=O)C2CCC(=O)N2)C2(C(=O)NC3CCCCC3)CCCCC2)cc1 (configuration not stated) | 2.1 | 4% | 2 | 1 | 1 | -5 | -7 | 1 | 1
COc1ccccc1NS(=O)(=O)c1cc(Cl)ccc1OC | -0.2 | 1% | -6 | 4 | 1 | 9 | 7 | 0.8 | 1.1
COCCn1c(=NC(=O)CSCC(=O)NC2CCCCC2)sc2cc(OC)ccc21 | -1.8 | 6% | 7 | -5 | 1.1 | 4 | 17 | 1 | 2*
O=C(CSc1nc(-c2ccco2)cc(C(F)(F)F)n1)N1CCN(Cc2ccccc2)CC1 | 3.3 | 1% | -4 | -6 | 1.1 | -3 | -13 | 0.9 | 1.1
CCOC(=O)n1c(=O)oc2cc(S(=O)(=O)N3CCOCC3)ccc21 | -1.5 | 15% | -18 | -3 | 1 | -1 | -8 | 1 | 1.1
Cc1nc(SCC(=O)c2ccc(F)cc2)n[nH]1 | 0.3 | 1% | 29 | 1 | 1 | 10 | 6 | 1 | 1.1
Cc1ccccc1S(=O)(=O)Cc1ccc(C(=O)N2CCN(c3cccc(C)c3C)CC2)o1 | 1.9 | 5% | -44 | -2 | 0.99 | -82 | 16 | 0.9 | 1.1
Cc1cc(C)n(-c2ccc(-n3ccnc3)nn2)n1 | -1.4 | 1% | -26 | -2 | 1 | -9 | 8 | 1 | 1.1
Next section:
SMILES | 5HT1a ag | NADH enzymes | RORA act | MMP13 inh | Abs 340nm | SF-1 act | 5-HT1A blocker | TNAP act mid DEA | Fluor 339 460
COC(=O)N1CCN(c2ccc(C(C)=O)cc2)CC1 | -2.4 | 10% | 2 | 5 | 1.2 | 8 | -6 | 1 | 1.1
COc1ccc(C(=S)N2CCN(C)CC2)cc1Br | 0.5 | 0% | 15 | -10 | 1.1 | 4 | -4 | 0.9 | 1.1
C=CCN1CCN(C(c2ccc(Cl)cc2)c2nnnn2CCc2ccc(OC)c(OC)c2)CC1 (configuration not stated) | 0.0 | 6% | -10 | 4 | 1 | -1 | -5 | 1 | 1
O=C(Nc1ccc(Cl)cn1)C1CCCN1S(=O)(=O)c1ccccc1 (configuration not stated) | 0.4 | 7% | -2 | -3 | 1 | 12 | . | 0.8 | 1
CCN(CC)C(=O)CSc1nc2cc3c(cc2c(=O)n1Cc1ccc2c(c1)OCO2)OCO3 | 0.0 | 8% | -10 | 6 | 0.99 | 12 | 2 | 1.1 | 1.1
Cc1ccc(-c2nc(COC(=O)c3c(C)noc3C)cs2)cc1 | -0.2 | 7% | 36 | 1 | 1 | 3 | -4 | 0.9 | 1.1
O=C(Nc1cccc(C(F)(F)F)c1)C1CCCN(c2ncccn2)C1 (configuration not stated) | 0.0 | 1% | 11 | -1 | 1 | 11 | -1 | 0.9 | 1.3
CCOc1ccc2nc3c(cc2c1)CN(CCCO)C(=NCCOC)S3 | 2.3 | 4% | -23 | -36 | 1.1 | 6 | -15 | 1 | 1.1
Clc1ccc2oc(-c3ccccn3)nc2c1 | -3.9 | 11% | 34 | -20 | 0.98 | 59* | 4 | 0.9 | 1.3
C=CCn1c(SCc2c(C)noc2C)nc2cc(C(=O)O)ccc2c1=O | -2.6 | 8% | 28 | -1 | 1 | 17 | -7 | 0.9 | 1.2
CC1CCCCC1NC(=O)CSc1nc2ccccc2c(=O)n1Cc1ccco1 (configuration not stated) | -2.3 | 5% | -17 | 2 | 1 | -14 | 6 | 1 | 1.1
c1ccc(-c2ccc(OCCOCCn3cncn3)cc2)cc1 | -0.3 | 6% | 14 | 2 | 1 | 44 | 7 | 0.9 | 1.1
O=C1Nc2ccccc2C12OCCCO2 | 0.0 | 7% | -18 | 3 | 1 | 1 | 3 | 0.9 | 1
Cc1cccc(CS(=O)(=O)Cc2ccc(C(=O)NCc3cccnc3)o2)c1 | -1.8 | 4% | 23 | -11 | 0.98 | -20 | 6 | 1 | 1.1
CCOC(=O)CSc1nc(N(C)C)nc(N(C)C#N)n1 | 4.8 | 2% | -6 | -32 | 1 | -1 | . | 1 | 1
COC(=O)c1cccc(N2C(=O)c3cccnc3C2=O)c1 | -3.3 | 9% | 14 | -1 | 0.97 | 2 | -4 | 0.9 | 1.1
O=C(C1=C(O)C(=O)N(Cc2ccco2)C1c1cccnc1)c1cc2ccccc2o1 (configuration not stated) | -2.5 | 2% | 3 | -3 | 1.1 | 11 | 18 | 0.9 | 1.2
CCCCNS(=O)(=O)c1cccc(S(=O)(=O)N2CCCC2)c1 | -5.0 | 4% | 5 | 5 | 1 | 3 | 0 | 0.9 | 1.1
O=C(CC(=O)c1ccccc1)Nc1ccc2c(c1)OCCO2 | 0.0 | 5% | 10 | 3 | 1 | 61* | 2 | 0.9 | 1.2
COc1cccc(OC)c1C(=O)N1CC(C)OC(C)C1 (configuration not stated) | 0.7 | 0% | 0 | -5 | 1 | 4 | -17 | 0.9 | 1.1
Cc1nnc(SCCn2c(N3CCC(Cc4ccccc4)CC3)nc3c2c(=O)[nH]c(=O)n3C)s1 | 6.3 | 2% | 31 | 4 | 1 | 0 | -30 | 0.9 | 1
Cc1ccc2nc(NC3=NCN(Cc4ccco4)CN3)nc(C)c2c1 | 1.5 | 0% | -4 | -8 | 1.1 | -20 | -6 | 1 | 1.2
O=C(Nc1cccc(Cn2cccn2)c1)c1cc2c(s1)CCCC2 | -3.1 | 7% | 17 | 6 | 1 | 45 | 16 | 1 | 1.1
CN(C)c1ccc(CNCCC2(O)CCOC(C)(C)C2)cc1 (configuration not stated) | -2.4 | 11% | 2 | 3 | 1 | 2 | 8 | 0.9 | 1.1
CCc1nn2c(=O)cc(CSc3nc4sc5c(c4c(=O)n3C)CCCC5)nc2s1 | -0.6 | 5% | -16 | -6 | 1 | 5 | -6 | 0.9 | 1
Cc1c(C(=O)Nc2ccncc2)oc2c1C(=O)CC(C)(C)C2 | -0.8 | 3% | -6 | -3 | 0.99 | -3 | -8 | 0.8 | 1
CCc1ccc(N(CC(=O)NC2CCCC2)S(=O)(=O)c2c(C)noc2C)cc1 | 1.0 | 1% | -7 | 4 | 0.99 | 10 | 27 | 0.8 | 1
Cc1ccc(-c2noc(C3CCCN(C(=O)c4ccccc4)C3)n2)o1 (configuration not stated) | -2.3 | 10% | 50* | 2 | 0.99 | 28 | 5 | 0.9 | 1
CCN(CC)S(=O)(=O)c1ccc(C(=O)N2CCN=C2SCc2cccnc2)cc1 | 0.7 | 4% | -13 | -4 | 0.99 | -10 | 4 | 0.8 | 1.1
CN1C(=O)c2ccc(NC(=O)C3CCCCC3)cc2C1=O | -1.4 | 6%[fluoresces] | -14 | -53[fluorescence artefact?] | 1 | 14 | -6 | 0.9 | 5*

Six compounds out of the list, arranged by length of the SMILES, falling:
SMILES | 5HT1a ag | NADH enzymes | RORA act | MMP13 inh | Abs 340nm | SF-1 act | 5-HT1A blocker | TNAP act mid DEA | Fluor 339 460
Cc1ccc(-c2noc(C3CCCN(C(=O)c4ccccc4)C3)n2)o1 (configuration not stated) | -2.3 | 10% | 50* | 2 | 0.99 | 28 | 5 | 0.9 | 1
Cc1ccc2nc(NC3=NCN(Cc4ccco4)CN3)nc(C)c2c1 | 1.5 | 0% | -4 | -8 | 1.1 | -20 | -6 | 1 | 1.2
CCOc1ccc2nc3c(cc2c1)CN(CCCO)C(=NCCOC)S3 | 2.3 | 4% | -23 | -36 | 1.1 | 6 | -15 | 1 | 1.1
O=C(CC(=O)c1ccccc1)Nc1ccc2c(c1)OCCO2 | 0.0 | 5% | 10 | 3 | 1 | 61* | 2 | 0.9 | 1.2
COc1cccc(OC)c1C(=O)N1CC(C)OC(C)C1 (configuration not stated) | 0.7 | 0% | 0 | -5 | 1 | 4 | -17 | 0.9 | 1.1
O=C1Nc2ccccc2C12OCCCO2 | 0.0 | 7% | -18 | 3 | 1 | 1 | 3 | 0.9 | 1
